CHOP inhibitor: inhibitors of CHOP induction in ER stress response; CHO-K1 CHOP-promoter luciferase, tunicamycin-induced, 15-18 h; inhibition, % at 10 µM; 220,000 compounds, 3.8% hits; AID 2732;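 active means compounds that reduced the stress-induced luciferase reporter signal by more than about 70% of percent inhibition, limit read from the data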;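 further: 0% = tunicamycin plus vehicle and 100% = wells without tunicamycin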
PPC-1+TRAIL kill: compounds killing PPC-1 cancer cells with TRAIL present (potentiator screen, no TRAIL-free arm). 220,000 compounds, 0.41% hits. cell killing (% activity), % at 4 µM. PPC-1 cells + TRAIL, ATPLite viability luminescence;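 active means cell killing above 50% in the first pass at 4 µM, then a duplicate retest at 5 µM averaging 50% or more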;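 further: plate controls were cells with TRAIL plus DMSO for no effect and medium-only wells lacking cells for full effect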
FXIa inh: inhibitors of human coagulation factor XIa; purified FXIa, Boc-Glu-Ala-Arg-AMC fluorogenic substrate; inhibition, % at 5 µM; P03951; 220,000 compounds, 0.14% hits;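 active means inhibition of at least 40%; inactive means inhibition below 40%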;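 further: fluorescence of freed AMC excited at 355 nm; 0% = enzyme without compound and 100% = no enzyme blank; many of its hits are not listed in these tables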
TNF death inh: blocks TNF-alpha induced death of Jurkat FADD-/- cells; Jurkat FADD-/- TNF necroptosis rescue, ATP luminescence, 24 h; 0 = TNF only, 100 = no-TNF cells; 220,000 compounds, 0.068% hits; activation (protection from cell death), % at 10 µM;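 active means activation, meaning protection from cell death, of at least 50% relative to plate controls; inactive means activation below 50%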;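 further: necroptosis triggered by 40 ng/mL TNF-alpha added together with compound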
FXIIa inh: factor XIIa (human) inhibition; 220,000 compounds, 0.3% hits; AID 800; inhibition, % at 5 µM; purified FXIIa, Boc-QGR-AMC fluorogenic substrate, 2 h; in the data active means inhibition above about 40%;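 further: 0% = enzyme with no compound and 100% = blank without enzyme; many of its hits are not listed in these tables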
L929 necroptosis: L929 zVAD cell death inhibition; viability rescue, % at 10 µM; 220,000 compounds, 0.38% hits; L929 zVAD necroptosis rescue, ATP luminescence, 24 h; with zVAD 60 µM;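 active means activation, scaled between plate controls, above about 75%, limit read from the data; inactive means activation under that limit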;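 further: 0% = zVAD with DMSO and 100% = DMSO alone without zVAD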
TbHK1 inh: T. brucei hexokinase 1 inhibition. recombinant TbHK1, G6PDH-coupled NADH A340. inhibition, % at 10 µM. 220,000 compounds, 0.11% hits;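 active means inhibition of 50% or more in the single-dose primary screen; inactive means inhibition below 50%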
EP2 antag: EP2 receptor (human) inhibition | P43116 | C6 glioma cells expressing human EP2, cAMP TR-FRET; cells stimulated with saturating PGE2 | inhibition, % at 25 µM | 260,000 compounds, 0.52% hits;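 active means percent inhibition above 40 after rounding to a whole number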;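 further: rat C6 glioma host cells with rolipram phosphodiesterase inhibitor present; the protocol text gives 20 µM as final concentration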
Target sequence (P43116 whole entry, looked up): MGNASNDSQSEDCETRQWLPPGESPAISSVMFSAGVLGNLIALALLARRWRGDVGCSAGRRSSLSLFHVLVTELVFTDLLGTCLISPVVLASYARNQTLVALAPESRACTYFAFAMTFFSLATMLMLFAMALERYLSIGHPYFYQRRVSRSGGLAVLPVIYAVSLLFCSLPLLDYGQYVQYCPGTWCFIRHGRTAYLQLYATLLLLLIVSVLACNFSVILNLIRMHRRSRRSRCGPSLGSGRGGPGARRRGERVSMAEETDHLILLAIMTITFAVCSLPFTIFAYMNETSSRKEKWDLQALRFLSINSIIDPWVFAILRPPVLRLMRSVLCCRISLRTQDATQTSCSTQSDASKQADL
Wee1 stabilizer: blocks degradation of human Wee1 kinase; P30291; reporter increase, % at 5 µM; AID 1321; 220,000 compounds, 1.2% hits; HeLa Luc-Wee1K328M stability, luciferase luminescence; 100% = proteasome inhibitor MG132 effect;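 active means activation above the mean of all tested compounds plus 3 SD, set per screening run, cut at about 8.8% in these data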;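 further: cells exposed to compound for 20 h before luminescence read; 0% = DMSO alone and 100% = MG132 at 30 µM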
Target sequence (P30291 whole entry K328M): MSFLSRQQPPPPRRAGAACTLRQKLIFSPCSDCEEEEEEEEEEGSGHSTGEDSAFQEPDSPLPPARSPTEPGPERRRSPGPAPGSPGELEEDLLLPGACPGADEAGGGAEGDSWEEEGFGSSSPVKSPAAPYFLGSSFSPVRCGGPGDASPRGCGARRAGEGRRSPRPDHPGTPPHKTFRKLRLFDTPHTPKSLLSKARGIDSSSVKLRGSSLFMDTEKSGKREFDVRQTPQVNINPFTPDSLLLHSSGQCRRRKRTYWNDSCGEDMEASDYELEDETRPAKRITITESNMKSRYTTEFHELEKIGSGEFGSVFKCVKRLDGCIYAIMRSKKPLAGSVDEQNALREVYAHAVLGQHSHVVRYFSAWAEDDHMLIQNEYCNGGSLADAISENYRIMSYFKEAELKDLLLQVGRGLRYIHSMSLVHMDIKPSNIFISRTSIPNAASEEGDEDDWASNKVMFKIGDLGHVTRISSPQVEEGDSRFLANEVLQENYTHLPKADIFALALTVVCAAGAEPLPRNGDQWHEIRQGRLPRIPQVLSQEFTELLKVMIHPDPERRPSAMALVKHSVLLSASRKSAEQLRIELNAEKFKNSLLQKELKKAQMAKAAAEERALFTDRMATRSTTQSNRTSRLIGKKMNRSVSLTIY
Numbers without * were called inactive; . = no result given; & = joins results of further samples. Only part of the results is shown. The share of hits here may be higher or lower than overall.

SMILES,CHOP inhibitor,PPC-1+TRAIL kill,FXIa inh,TNF death inh,FXIIa inh,L929 necroptosis,TbHK1 inh,EP2 antag,Wee1 stabilizer
CC(=O)c1cccc(NC(=O)C2CCN(S(=O)(=O)c3c(C)n[nH]c3C)CC2)c1,-18,24,6,-2.6,18,0.6,3,19,-3
CC(c1n[nH]c(=S)n1-c1ccc(Cl)cc1)N(C)C (stereo not given),-2,20,3,1.1,11,1.1,3,13,0
O=C(N/N=C/c1ccncc1)c1ccc2c(c1)OCO2,-23,16,-2,-1.7,5,2.5,-14,14,-1
CCOc1cc2c(cc1OCC)C(c1ccc(OC)cc1)N(c1ccccc1)C(=O)C2 (stereo not given),20,14,-3,3.8,5,-1.0,-8,3,0
CCCCn1c(SCC(=O)OC)nc2c1c(=O)n(C)c(=O)n2C,8,4,3,-3.2,11,-0.1,1,6,0
CCOC(=O)C1C(=O)OC2(CCOC(C)(C)C2)C1C(=O)OCC (stereo not given),24,2,2,-0.2,2,1.5,4,5,7
Cc1cccc(C(C)C)c1-n1nnnc1-c1ccccc1,30,-5,1,-0.5,7,-0.5,7,5,-3
COc1cc(/C=N/Nc2ccc(F)cc2F)cc(OC)c1O,-168,11,3,-1.8,9,-0.3,11,11,3
O=C(c1ccc(S(=O)(=O)Nc2ccccc2)cc1)N1CCOCC1,16,-21,-6,0.2,-5,-0.1,5,8,0
O=C(COc1ccc(Br)cc1)N/N=C1/SCC(=O)N1Cc1ccco1,10,10,-5,0.7,4,0.8,6,4,-4
CCCCC(=O)Nc1ccc(C(=O)Nc2nc(CC(=O)OCC)cs2)cc1,8,14,-1,0.7,6,0.3,-7,4,0
Cc1nn(C)c(C)c1S(=O)(=O)N(CC(=O)Nc1ccccn1)c1ccc(C(C)C)cc1,34,.,4,1.5,12,1.5,-1,16,-1
O=C(CCc1ccccc1)Nc1ccc(S(=O)(=O)N2CCCC2)cc1,0,10,-3,3.6,3,25,3,15,3
Cc1cc(NC(=O)CCC2CCCCC2)no1,50,11,4,8.6,14,-0.1,0,8,1
Cc1ccc2cc(C#N)c(NCc3ccco3)nc2c1,-21,11,-8,-1.9,3,-0.3,5,6&4,-1
N/C(CCN1CCCCC1)=N/O,11,-6,-5,-0.1,-16,0.2,6,4,1
Cn1cnc([N+](=O)[O-])c1C(=O)Nc1cccc([N+](=O)[O-])c1,18,37,-2,2.2,2,2.1,-5,2,0
O=C(C[n+]1cc(-c2ccccc2)n2c1CCC2)Nc1nc(-c2ccccc2)cs1,7,1,30,1.4,41*,0.4,10,3,-2
COc1ccc(C(=O)Nn2c(CCC(=O)O)ccc2-c2ccc(C)cc2)cc1OC,32,15,0,0.1,6,0.6,0,5,2
Cc1ccc(-c2noc(CN(C(=O)c3cccs3)C(C)C)n2)cc1,31,20,4,-1.1,19,-0.3,-1,11,4
CCCCCCC(C)n1cc(C(C)=O)c(=O)n(C)c1=O (stereo not given),-8,38,7,-0.3,10,0.8,-2,8,3
Cc1nn2cc(-c3cccc(Cl)c3)cnc2c1Br,-37,11,-4,-4.6,4,2.9,1,5,-1
Cc1ccc(Cl)cc1N1CCN(CC(=O)Nc2ccc3[nH]c(=O)[nH]c3c2)CC1,12,8,-6,0.4,-14,-0.5,7,8,6
O=S(=O)(Cc1ccco1)Cc1nc(-c2ccc(Cl)cc2)cs1,13,4,2,2.1,15,-0.1,-9,7,-1
CCCC(=O)c1cc(F)c(N2CCOCC2)cc1C,10,10,1,-4.4,3,0.1,-11,5,-1
Cc1nc2ccc(NC(=O)c3ccc(F)c(S(=O)(=O)N4CCOCC4)c3)cc2s1,30,2,4,-0.1,-11,0.5,-3,13,-1
COc1ccc(NC(=O)Cn2nnc(C(=O)NCc3cccc(OC)c3)c2N)cc1,14,17,-4,-0.1,11,0.0,4,8,1
N#CC12CCCCC1CC1CCCCC1(C#N)N2CCO (stereo not given),25,-4,8,-1.9,12,0.3,-3,9,-3
Cc1cc(C(F)F)n2nc(C(=O)Nc3ccc(S(=O)(=O)NC45CC6CC(CC(C6)C4)C5)cc3)nc2n1,53,28,-24,-0.9,8,-0.2,-12,6,-1
CC(C)(C)c1ccc(C(=O)Nc2ccc(N3CCOCC3)cc2)cc1,36,24,9,-8.1,-3,4.1,-6,13,-2
CC1CCCN(c2ccc(C(=O)NCc3ccco3)cc2[N+](=O)[O-])C1 (stereo not given),59,16,8,1.8,10,1.9,32,10,-1
COc1ccc(CNC(=O)CCCn2nc(C)c([N+](=O)[O-])c2C)cc1OC,15,-10,-1,0.6,7,0.6,-7,9,-2
O=C1c2ccccc2C(=O)N1c1cccc2cccnc12,-9,29,10,2.2,15,0.2,34,8,4
O=C(COC(=O)c1cncc(Br)c1)NCc1ccc(Cl)cc1,5,-4,-13,1.7,-1,1.0,10,12,-1
c1ccc(OCc2nnc3n2N=C(c2ccccc2)CS3)cc1,-11,19,-2,-3.3,11,-0.2,4,9,-2
CNc1nc(N)c(C(=O)C(C)(C)C)s1,-4,2,20,6.3,27,0.0,-52,19,-2
O=C(Cc1ccccc1)NN1C(=O)/C(=C/c2ccc(C(=O)O)cc2)SC1=S,-10,22,3,0.5,8,1.1,-14,6,6
O=C1CSC(c2cccnc2)N1CCc1ccccn1 (stereo not given),-7,30,-2,2.8,0,0.3,-7,8,-3
COc1ccc(-c2cc3ccccc3[nH]2)cc1,17,-20,1,1.3,3,1.3,-19,16,5
N#CC1=C(N)NC(SCC(=O)Nc2ccc(Br)cc2)=C(C#N)C12CCCCC2,73*,9,-15,5.7,6,0.8,-2,35,1
O=C(NCCN1CCC(Cc2ccccc2)CC1)C1CCN(S(=O)(=O)N2CCC3(CC2)OCCO3)CC1,40,6,5,1.3,9,1.3,-1,2,0
Cc1ccccc1C(=O)NC(=S)Nc1ccc(S(=O)(=O)N2CCN(C)CC2)cc1,5,29,2,0.6,3,-0.5,-6,8,-2
COc1cc(/C=N/NC(=O)CNC(=O)c2ccco2)ccc1O,10,32,-3,1.4,-1,4.8,-19,4,-1
Nn1c(SCc2nc3ccccc3[nH]2)nnc1C1CCCCC1,18,-1,-1,-2.2,12,0.6,1,9,-2
CC(=O)Nc1c(C(N)=O)oc2ccc(Cl)cc12,-14,10,28,-1.4,30,0.2,2,4,2
O=C(O)c1cnn(-c2ccccc2)c1-n1cccc1,10,.,-6,0.5,0,-0.5,5,14,-1
OC(CN1CCN(Cc2ccccc2)CC1)c1ccccc1 (stereo not given),-9,10,-6,0.9,2,-0.1,-3,0,-2
O=C(Cc1ccccc1)NC1CCN(S(=O)(=O)c2ccc(C(=O)O)cc2)CC1,21,7,-7,-0.5,-2,-0.1,4,4,0

A different layout for part of the listing above.
Value order – CHOP inhibitor, PPC-1+TRAIL kill, FXIa inh, TNF death inh, FXIIa inh, L929 necroptosis, TbHK1 inh, EP2 antag, Wee1 stabilizer
- O=C(Cc1ccccc1)NN1C(=O)/C(=C/c2ccc(C(=O)O)cc2)SC1=S
  -10, 22, 3, 0.5, 8, 1.1, -14, 6, 6
- O=C1CSC(c2cccnc2)N1CCc1ccccn1 (stereo not given)
  -7, 30, -2, 2.8, 0, 0.3, -7, 8, -3
- COc1ccc(-c2cc3ccccc3[nH]2)cc1
  17, -20, 1, 1.3, 3, 1.3, -19, 16, 5

Continuation.
SMILES,CHOP inhibitor,PPC-1+TRAIL kill,FXIa inh,TNF death inh,FXIIa inh,L929 necroptosis,TbHK1 inh,EP2 antag,Wee1 stabilizer
Cc1cccc2c1NC(C)CC2C (stereo not given),25,-4,3,-0.2,17,-1.0,0,12,0
COC(C(=O)Nc1ccc(F)c(F)c1)c1ccccc1 (stereo not given),.,.,.,99*,.,13,3,4,3
Cc1cc(C)n(-c2nc3ccccc3nc2N2CCCCCC2)n1,96*,14,4,-0.3,1,1.0,-5,8,5
CCc1c(C)sc(NC(=O)CSc2nc3c(c(C(F)(F)F)n2)CCc2ccccc2-3)c1C#N,97*,35,4,-6.2,7,1.1,-20,6,-2
Cn1c(CNc2ccccn2)c(C#N)c2ccccc21,16,4,-8,-0.9,-4,-0.6,1,1,-1
CN1CCN(S(=O)(=O)c2ccc(NCc3ccc4c(c3)OCO4)nc2)CC1,6,4,1,1.7,6,-0.6,-8,12,-2
COc1ccc(-c2ccc(SCC(=O)N3CCN(c4ccccc4)CC3)nn2)cc1,9,0,-6,0.6,7,8.0,-4,3,-3
CC(C)/C=N/NC(=O)c1ccc(Cl)cc1,-6,6,0,0.6,10,0.1,-3,4,5
Cc1[nH]n2c(=O)cc(C(C)(C)C)nc2c1-c1ccccc1,-32,14,5,-3.6,16,0.4,2,17,9.1*
CC1(C)CC(CCC(=O)Nc2ccccc2Cl)C(=O)O1 (stereo not given),-23,5,3,2.8,15,-0.4,0,5,0
CCN1CCN(Cc2ccc(NC(=O)c3ccc(C)c(NC(=O)C4=NN(c5ccccc5)C(=O)C4)c3)cc2C(F)(F)F)CC1,15,11,0,2.4,6,60,-13,10,.
O=C(NC1CCCC1)C(c1ccc(F)cc1)N(Cc1ccc(Cl)cc1)C(=O)CCl (stereo not given),106*,3,4,-12,9,2.2,36,8,-2
Cc1ccc(C(C)(C)C)cc1S(=O)(=O)Nc1cccc(S(=O)(=O)NC2=NCCC2)c1,-12,8,-5,0.9,4,0.4,-2,5,0
Cc1ccc(NC(=S)N2CCN(c3ccccn3)CC2)c(C)c1,2,10,25,-0.9,28,0.3,6,4,5

Among those listed so far, 9 have a Cl atom:
SMILES,CHOP inhibitor,PPC-1+TRAIL kill,FXIa inh,TNF death inh,FXIIa inh,L929 necroptosis,TbHK1 inh,EP2 antag,Wee1 stabilizer
CC(c1n[nH]c(=S)n1-c1ccc(Cl)cc1)N(C)C (stereo not given),-2,20,3,1.1,11,1.1,3,13,0
Cc1nn2cc(-c3cccc(Cl)c3)cnc2c1Br,-37,11,-4,-4.6,4,2.9,1,5,-1
Cc1ccc(Cl)cc1N1CCN(CC(=O)Nc2ccc3[nH]c(=O)[nH]c3c2)CC1,12,8,-6,0.4,-14,-0.5,7,8,6
O=S(=O)(Cc1ccco1)Cc1nc(-c2ccc(Cl)cc2)cs1,13,4,2,2.1,15,-0.1,-9,7,-1
O=C(COC(=O)c1cncc(Br)c1)NCc1ccc(Cl)cc1,5,-4,-13,1.7,-1,1.0,10,12,-1
CC(=O)Nc1c(C(N)=O)oc2ccc(Cl)cc12,-14,10,28,-1.4,30,0.2,2,4,2
CC(C)/C=N/NC(=O)c1ccc(Cl)cc1,-6,6,0,0.6,10,0.1,-3,4,5
CC1(C)CC(CCC(=O)Nc2ccccc2Cl)C(=O)O1 (stereo not given),-23,5,3,2.8,15,-0.4,0,5,0
O=C(NC1CCCC1)C(c1ccc(F)cc1)N(Cc1ccc(Cl)cc1)C(=O)CCl (stereo not given),106*,3,4,-12,9,2.2,36,8,-2

High-throughput results: PubChem, several laboratories
